Screens from PubChem BioAssay.
AmpC inh detg: AmpC beta-lactamase inhibition with detergent present. P00811. AmpC hydrolysis of nitrocefin, absorbance 480 nm, 0.01% Triton. Potency, µM (doses to about 114 µM), for the others: at the highest dose activity change, negative = inhibition, actives largely listed as inhibitors. actives 0.041% (n = 370,000);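 further: potency means the concentration at half of the fitted maximal effect; 0% = no-compound wells and -100% = no-enzyme wells; nearly all actives have a fitted effect of over 25% in size; some results filed as inactive show a strong effect at the top dose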
Target sequence (P00811 whole entry, looked up): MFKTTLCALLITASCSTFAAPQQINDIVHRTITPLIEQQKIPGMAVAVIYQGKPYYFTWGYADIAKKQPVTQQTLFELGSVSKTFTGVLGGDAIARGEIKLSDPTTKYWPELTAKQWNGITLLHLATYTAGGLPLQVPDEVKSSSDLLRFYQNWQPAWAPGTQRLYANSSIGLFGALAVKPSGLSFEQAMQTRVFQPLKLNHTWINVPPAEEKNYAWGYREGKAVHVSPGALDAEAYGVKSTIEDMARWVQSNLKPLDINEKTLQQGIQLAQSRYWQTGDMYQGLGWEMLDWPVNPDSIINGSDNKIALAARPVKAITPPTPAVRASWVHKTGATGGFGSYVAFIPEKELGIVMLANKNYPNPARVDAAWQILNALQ
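20 mM phosphate pH 7.0 + 0.01% (detergent screen) or 0.0001% Triton X-100; 5.3 nM AmpC reagent; cpd preinc 15 min RT; nitrocefin (800 uM stock) to start; A480 q20 s × 4 min; Activity was normalised to no-enzyme and no-compound control wells.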
Giardia FBPA inh: Giardia lamblia aldolase inhibition; A8B2U2; Potency, µM (series often up to 59.6 µM), without a hit: at the highest dose activity, negative = inhibition, actives largely listed as inhibitors; actives 0.71% (n = 290,000); purified Giardia FBPA; further: potency means the concentration at half of the fitted maximal effect; nearly all actives have a fitted effect of over 55% in size
Target sequence (A8B2U2 whole entry, looked up): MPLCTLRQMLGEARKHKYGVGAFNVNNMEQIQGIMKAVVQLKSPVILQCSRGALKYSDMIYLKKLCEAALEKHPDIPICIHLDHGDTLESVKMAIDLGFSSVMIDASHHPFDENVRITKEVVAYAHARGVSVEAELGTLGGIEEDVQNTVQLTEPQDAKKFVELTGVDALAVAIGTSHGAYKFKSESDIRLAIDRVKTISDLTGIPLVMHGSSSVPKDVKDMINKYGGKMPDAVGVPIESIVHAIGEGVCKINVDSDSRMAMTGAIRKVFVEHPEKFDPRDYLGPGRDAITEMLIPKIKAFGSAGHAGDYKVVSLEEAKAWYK
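40 nM FBPA preincubated 10 min at RT with compound (up to 57.5 uM final), then substrate plus GAPDH/TPI/NAD/arsenate coupling and diaphorase/resazurin added. Fluorescence read after 20 min at RT, 525/598 nm.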
AmpC inh no detg: inhibitors of E. coli AmpC beta-lactamase without detergent; AID 485341; P00811; AmpC nitrocefin hydrolysis, absorbance 480 nm, 0.0001% Triton; Potency, µM (top dose mostly 57.1 µM), inactives show top-dose activity change, negative = inhibition, hits mostly inhibitors; actives 0.52% (n = 330,000);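 further: potency means the concentration at half of the fitted maximal effect; plate controls were no compound for no effect and no enzyme for full effect; nearly all actives have a fitted effect of over 20% in size; some results filed as inactive show a strong effect at the top dose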
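20 mM phosphate pH 7.0 + 0.01% (detergent screen) or 0.0001% Triton X-100; 5.3 nM AmpC reagent; cpd preinc 15 min RT; nitrocefin (800 uM stock) to start; A480 q20 s × 4 min; Activity was normalised to no-enzyme and no-compound control wells.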
HCV inh: blocks hepatitis C virus; Huh7.5.1 HCVcc-Cre infection, luciferase reporter, 44 h; Potency, µM (top dose mostly 41.8 µM), inactives show at the top dose activity change, negative = inhibition, usual class: inhibitors; actives 3.4% (n = 340,000); further: potency means the concentration at half of the fitted maximal effect
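Infectious HCV cell culture screen: compound-treated cells (1,000/well, pre-plated 4 h) are infected with HCVcc-Cre at roughly 0.5 moi and grown 44 h. Infection is quantified by luciferase signal after 15 min substrate incubation at room temperature.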
HCMV antiviral: inhibitors of human cytomegalovirus | HFF cells, HCMV-luciferase reporter, 72 h; active compounds read low | activity change, negative = inhibition, % at 57.5 µM | actives 4.5% (n = 410,000); in the data active means activity change below about -60%; inconclusive means no clear call, values can overlap the other calls; inactive means above about -39%
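Two compound doses tested in HFFs infected with HCMV-luciferase, MOI 1 PFU/cell, 72 h at 37C. Lysate luminescence read with OneGlo; data normalized against buffer-only and 10uM Salinomycin inhibitor controls.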
Sm TGR block: blocks Schistosoma mansoni thioredoxin glutathione reductase; actives 3% (n = 360,000); Q962Y6; purified TGR, DTNB reduction, TNB absorbance 405 nm; AID 485364; Potency, µM (highest dose often 114 µM), for inactives: top-dose activity change, negative = inhibition, usual class: inhibitors; further: potency means the concentration at half of the fitted maximal effect; nearly all actives have a fitted effect of over 60% in size
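First, TGR (20 nM dispensed) and NADPH were mixed with compound. Second, a 15 min room-temperature incubation followed. Third, further NADPH and then DTNB were added to start the reaction. Finally, TNB absorbance was monitored kinetically.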
Starred values were filed as active, the others as inactive; ? = inconclusive; · = not tested or not shown; & = joins results of further samples; [ ] = dose if it differs, or a comment. Unless noted, the call rests on the fitted dose curve; in most records, active means well fitted curve in the direction sought with a large enough effect; inconclusive means small, poorly fitted or top-dose-only effect, or another doubt; inactive means no such curve, though single readings can be large; an effect the other way counts as inactive or inconclusive. Unless noted, on the % scale 0 is the no-effect control and ±100 the full control effect.

SMILES	AmpC inh detg	Giardia FBPA inh	AmpC inh no detg	HCV inh	HCMV antiviral	Sm TGR block
O=C(Nc1ccccc1Cl)c1cc(S(=O)(=O)N2CCCCC2)ccc1N1CCOCC1	2%	-2%	24%	?	1	0%
COc1ccc(-c2cc(C)no2)cc1S(=O)(=O)NCc1ccco1	-7%	·	·	·	0	32µM*
CCOC(=O)N1CCC(NCCNC(=O)c2ccc(F)cc2)CC1	1%	·	-8%	29%	-18	-1%
COc1ccc(CCNC2CC(=O)N(CCc3ccc(OC)c(OC)c3)C2=O)cc1OC (configuration not stated)	-8%	0%	31%	7%	-5	?
Cc1ccc(NC(=O)CCSc2nnc3ccccn23)cc1	-8%	1%	-16%	-17%	-11	-26%
Cc1cccc(-c2nnc(SCC#N)n2-c2cccc(Cl)c2)c1	-5%	-3%	3%	14%	-6	-28%
CCOC(=O)c1ccc(CNC(=O)C2CCC(=O)N(CCc3ccccc3)C2)o1 (configuration not stated)	-5%	-3%	44%	1%	52	?
Cc1ccc(NC(=O)COC(=O)/C=C/c2cccs2)c(C)c1	-3%	5%	-19%	35%[activator]	2	-7%
COc1ccc(NC(=O)COc2ccccc2C#N)c(S(=O)(=O)N2CCCCC2)c1	-10%	1%	-30%	10µM*	-27	7%[11.4 µM]
CCOC(=O)C1(Cc2cccc(Cl)c2)CCCN(C2CCN(C(C)=O)CC2)C1 (configuration not stated)	-12%	-2%	104%[activator]	4%	0	-13%
COc1ccc(Nc2ccc(N3C(=O)CC(C)C3=O)cc2[N+](=O)[O-])cn1 (configuration not stated)	-3%	0%	-9%	4%	7	-2%
Cc1cc(C)c(-c2cc(NC(=O)CSc3n[nH]c(N)n3)n(-c3ccccc3)n2)cc1C	7%	1%	-8%	-7%	-9	15%
Cc1nc(CCNC(=O)CC2C(=O)NCCN2Cc2ccc(F)cc2)sc1C (configuration not stated)	11%	-23%	5%	5%	-32	20µM*
Cc1cccc(N2CCN(C(=O)CNC(=O)C3CCCCC3)CC2)c1C	?	·	20%	?	-39	-25%
Cc1onc(-c2ccccc2Cl)c1C(=O)Nc1cnn(Cc2ccccc2)c1	?	2%	-17%	?	-15	1%
O=[N+]([O-])C(=C1Nc2ccccc2N1)/C(Cl)=C(/Cl)Br	-3%	0%	-3%	-1%	6	6.3µM*
Cc1ccc(N2CCN(c3cc(C)nc4nc(C)nn34)CC2)c(C)c1	?	9%	-12%	-18%[8.37 µM]	24	-11%
CN1CCN(C(CNC(=O)C(=O)NC2CCCC2)c2ccc(F)cc2)CC1 (configuration not stated)	-13%	·	-16%	9%	-32	3%
O=C(Nc1ccccc1C(=O)O)c1cc(S(=O)(=O)N2CCCCC2)c(Cl)cc1Cl	-1%	-13%	-23%	-5%	4	0%
CCOC(=O)c1c(C)[nH]c(C(=O)NCCc2ccc(OC)c(OC)c2)c1C	?	-3%	20%	?	29	4%
O=C(CCNS(=O)(=O)c1ccc2ccccc2c1)NCCOc1ccccc1	?	·	-18%	?	-34	4%
CC1CCC(C(C)C)C(OCC(O)CN2CCN(Cc3ccccc3)CC2)C1 (configuration not stated)	-3%	-9%	100%[activator]	?	?	12%
Cc1cccc(NC(=O)Nc2cc(C)cc(C)n2)c1	4%	-2%	-24%	1%	28	·
Cc1ccc(N2C(=O)NC(C(F)(F)F)(C(F)(F)F)C3=C2CC(C)(C)CC3=O)cc1	0%	0%	0%	29%	-8	-5%
CC(=O)Nc1nonc1-c1nnc(SCC(=O)Nc2ccccc2Cl)n1C	19%	·	·	·	-2	2%
CCCCn1c(N)c(N(CC(C)C)C(=O)C2=NN(c3ccccc3)C(=O)CC2)c(=O)[nH]c1=O	4%	·	-12%	32%[activator]	-3	89µM*
O=C(Nc1ccccc1N1CCOCC1)c1cc(Cl)c2c(c1)OCO2	-3%	·	-18%	-27%	-23	7%
COc1ccccc1/C=C1/C(=N/O)C2CCN1CC2	6%	-1%	-7%	-5%	34	-1%
CCC1=NN2C(=N)/C(=C\c3ccc(OCCOc4ccc(NC(C)=O)cc4)c(OC)c3)C(=O)N=C2S1	-13%	-13%	-25%	10%	-32	-1%
CCC(C(=O)NCCc1ccc(C)cc1)n1nc(C)c2c(C)n(-c3ccccc3)nc2c1=O (configuration not stated)	4%	14%	21%	-7%	?	9%
Cc1ccc(S(=O)(=O)N2CCOCC2)cc1C(=O)NC1CCCCCC1	3%	-2%	30%	-28%	-37	0%
COc1ccc(OC)c(C2=NOC(C(=O)Nc3cc(C)on3)C2)c1 (configuration not stated)	2%	4%	-17%	-16%	-22	0%
COc1ccccc1C1C2=C(CC(C)(C)CC2=O)Nc2nnnn21 (configuration not stated)	?	-2%	1%	4%	17	-1%
O=C(c1ccc(CS(=O)(=O)c2c(Cl)cccc2Cl)o1)N1CCCC1	-6%	-2%	-2%	-6%	-9	35µM*
Cc1nc2sccn2c(=O)c1S(=O)(=O)NC(C)c1ccccc1 (configuration not stated)	-15%	-10%	-8%	12%	8	-19%
COc1ccc(NC(=O)C2CCC(CNC(=O)[C@@H]3Cc4ccccc4CN3)CC2)cc1 (some centres not stated)	2%	-17%	22%	4%	-25	3%
CCOC(=O)C1(c2ccccc2)NC(c2ccccc2C)C2C(=O)N(c3ccc4c(c3)OCO4)C(=O)C21 (configuration not stated)	0%	2%	2%	-9%	13	3%
COc1cc(/C=N\Nc2nncn2N)ccc1OC(C)=O	2%	25µM*	-8%	22%	-8	?
Cc1ccc2c(C)nc(Nc3nc(CSc4nc5ccccc5[nH]4)cc(=O)[nH]3)nc2c1	0%	-1%	-24%	?	?	4%
COCc1ccc(C(=O)Nc2cccc(S(=O)(=O)N(C)c3ccccc3)c2)cc1	·	·	-28%	22µM*	-96*	·
COc1ccc(N/C(C)=C/C(=S)Nc2ccccc2)cc1	-7%	?	-48%	-4%	-12	-33%
COc1ccc(OC)c(C(=O)COC(=O)c2ccccc2O)c1	-12%	-8%	-20%	?	12	2%
Cn1cc(Cl)c(C(=O)NC(=S)Nc2sc3c(c2C#N)CCCCC3)n1	0%	12%	-30%	-17%	-9	?
COc1cccc(NC(=O)COC(=O)c2c(F)cccc2F)c1	-7%	1%	-19%	1%	-32	-5%
CCC1OC23CCCCC2C(C#N)(C(=N)O3)C1(C#N)C#N (configuration not stated)	-8%	·	-10%	-12%	?	?
COc1ncccc1-c1nnn(-c2ccc(Cl)nc2)n1	8%	-3%	-7%	10%	100	25µM*
COc1ccc(C(=O)NCc2nnc(SCC(=O)Nc3nc4ccccc4s3)o2)cc1	5%	3%	-30%	-1%	-18	0%
Cc1ccc(S(=O)(=O)N(C)CC(=O)Nc2ccccc2N2CCCC2)cc1	-3%	·	-19%	-13%	?	-9%
COc1ccccc1NS(=O)(=O)c1cccc(C(=O)NNC(=O)C(C)NC(=O)c2ccco2)c1 (configuration not stated)	·	·	-19%	-4%	-1	·
O=C(NCC(=O)N(c1ccccc1F)C(C(=O)NCC1CCCO1)c1ccccc1)c1ccco1 (configuration not stated)	?	3%	1%	10%&17%	1	3%
CN(C)c1ccc(NC(=O)c2cccc(C(=O)Nc3ccc(N(C)C)cc3)n2)cc1	-4%	-29%	35%	?	-31	-14%
S=C1SCN(Cc2ccco2)CN1Cc1ccco1	-8%	?	-20%	14µM*	-99*	0%
O=C(CSc1ccccc1)N1CCN(c2ccccn2)CC1	?	4%	-21%	-12%	-12	-2%
O=C1NC(Cc2ccccc2)c2nc3ccc(F)cc3c(=O)n2-c2ccccc21 (configuration not stated)	·	·	-25%	-1%	36	·
O=C(Nc1cc(F)ccc1F)c1ccc(CN2CC(=O)N3CCCCC3C2=O)cc1 (configuration not stated)	21%	·	·	·	9	0%
